Source: PubChem BioAssay (National Center for Advancing Translational Sciences (NCATS))
Mito fusion act: qHTS Assay for Small Molecule Inhibitors of Mitochondrial Division or Activators of Mitochondrial Fusion; AID 485298, 2010; hit rate 0.23% among 320,000; S. cerevisiae fusion-defective mutant growth rescue, CellTiterGlo 48 h; Potency, µM (top dose mostly 46.1 µM), for the others: at the top dose growth rescue (activation), usual class: activators;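 also: potency is read from the fitted curve at half-maximal effect; % of control where 0% means no effect; nearly all actives have a fitted effect of over 45% in size; temperature-sensitive fusion mutants such as fzo1-1 at 37 °C on non-fermentable ethanol glycerol medium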
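Yeast fusion mutant, YPEG (non-fermentable carbon), compound, 48 h at 37C non-permissive; CellTiterGlo added, 10 min RT, luminescence read. Rescued growth = division inhibition.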
Tb PFK inh: qHTS Assay to Find Inhibitors of T. brucei phosphofructokinase; hit rate 0.17% among 330,000; Potency, µM (doses to about 57.5 µM), for inactives: at the highest dose activity, negative = inhibition, hits mostly inhibitors; T. brucei PFK, ADP-Glo luminescence; AID 485367, 2010; ATP-dependent 6-phosphofructokinase (Trypanosoma brucei brucei), O15648;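 also: potency is read from the fitted curve at half-maximal effect; 0% = uninhibited 1x PFK enzyme wells and -100% = no-enzyme wells; nearly all actives have a fitted effect of over 60% in size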
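Activity is normalized to no-enzyme wells (full inhibition) and 1.25 nM enzyme wells (no inhibition). Reaction: 0.5 mM F6P, 0.1 mM ATP, 45 min RT, ADP-Glo luminescence; concentration-response curves fitted and classed by quality.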
BCR signal inh: qHTS Assay to Find Inhibitors of Chronic Active B-Cell Receptor Signaling; ABC-DLBCL IkBa-CBG/CBR reporter, luminescence ratio, 4 h; Potency, µM (top dose mostly 46.1 µM), for the others: at the highest dose ratio change, negative = lower green/red ratio, actives largely listed as inhibitors; hit rate 0.05% among 340,000; active = well fitted inhibition curve with a large enough effect in the signal ratio, with a control signal flat, not every such curve was filed as active; inconclusive = small, poorly fitted or top-dose-only effect, or effect the other way, or a change in a side signal; the % refers to the signal ratio;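 also: potency is read from the fitted curve at half-maximal effect; plate controls were basal doxycycline-induced cells for no effect and cells given 10 µM MG132 for full effect; MG132 reads +100%, hits lower the ratio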
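Cell line TMD8 (human ABC DLBCL), stably expressing tet-inducible CBG68-IkBa fusion and CBR; IMDM/0.5% FBS; cpd up to 46 uM; dox induction, 4 h, 37C/5% CO2; dual luminescence; green/red ratio; MG132 control.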
a7 integrin act: qHTS for Activators of Integrin-Mediated Alleviation for Muscular Dystrophy. alpha7betagal myoblasts, beta-gal FDG fluorescence, 48 h. Potency, µM (doses to about 38.3 µM), for the others: at the highest dose activation, most hits filed as activators. hit rate 0.064% among 350,000;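 also: potency is read from the fitted curve at half-maximal effect; 100% = response of the positive control SU9516; nearly all actives have a fitted effect of over 60% in size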
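Alpha7betagal+/- myoblasts (passage 13) were plated 16-24 hr, then exposed to compounds (1:260 dilution of DMSO stock) for 48 hours at 37C. After MPER lysis, β-galactosidase reporter activity was read as FDG fluorescence (ex 480/em 540) after 30 minutes.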
PTAP TSG101 blk: qHTS Assay for Iinhibitors of HIV-1 Budding by Blocking the Interaction of PTAP/TSG101; Tumor susceptibility gene 101 protein (Homo sapiens), Q99816; Fluorescence polarization, FITC-PTAP peptide / Tsg101 binding; Potency, µM (doses to about 115 µM), inactives show at the highest dose activity change, negative = inhibition, usual class: inhibitors; 340,000 tested, under 10 active; active = well fitted inhibition curve with a large enough effect in the main read-out, with a control signal flat, not every such curve was filed as active; inconclusive = small, poorly fitted or top-dose-only effect, or effect the other way, or a change in a side signal; inactive = no such curve, though single readings can be large or run the other way; also: potency is read from the fitted curve at half-maximal effect; % of control where 0% means no effect
Target sequence (Q99816 whole entry, looked up): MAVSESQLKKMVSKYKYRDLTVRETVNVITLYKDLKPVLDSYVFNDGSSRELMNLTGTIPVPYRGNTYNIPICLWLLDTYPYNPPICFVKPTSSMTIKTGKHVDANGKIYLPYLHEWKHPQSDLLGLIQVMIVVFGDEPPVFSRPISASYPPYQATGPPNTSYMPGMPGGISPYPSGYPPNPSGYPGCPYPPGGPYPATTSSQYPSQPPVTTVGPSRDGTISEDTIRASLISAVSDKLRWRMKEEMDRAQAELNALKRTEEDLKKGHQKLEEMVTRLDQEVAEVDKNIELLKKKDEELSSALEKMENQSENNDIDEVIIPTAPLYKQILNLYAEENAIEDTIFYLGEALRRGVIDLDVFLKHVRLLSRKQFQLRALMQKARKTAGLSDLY
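Compounds were pin-transferred onto Tsg101 binding domain (10 uM final) in HEPES pH 7.5 buffer, then FITC-PTAP peptide was added at 50 nM final. After 20 min at RT, polarization reported peptide displacement across a qHTS concentration series.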
TCR act: Activators of T cell receptors: qHTS campaign. primary human leukocytes, anti-CD3, IL-2 HTRF, 48 h. Potency, µM (doses to about 9.22 µM), for the others: top-dose activation of IL-2 secretion, usual class: activators. 330,000 tested, under 10 active. AID 504894, 2011; also: % of control where 0% means no effect
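HTRF read-out of IL-2 secretion: europium cryptate donor excited at 320nm, d2 acceptor emission at 665nm. Cells were primary human leukocytes incubated 48 hr with compounds and a-CD3 beads, supplying TCR signal only.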
TSHR antag: Antagonists of the Thyroid Stimulating Hormone Receptor: HTS campaign | TSHR-expressing cells, TSH-stimulated cAMP HTRF, 2 h; active compounds read low | activity change, negative = inhibition, % at 11.5 µM | Thyrotropin receptor (Homo sapiens), P16473 | hit rate 0.2% among 330,000;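 active = activity change below a set negative limit, meaning inhibition stronger than a set level, cut at about -70% in these data; inconclusive = activity change between two set negative limits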; also: % is scaled to controls: 0 for no effect and ±100 for the full control effect
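Freshly harvested TSHR cells receive pin-tooled compound, then EC80 TSH at 4nM final. After 2 hours at 37 deg C, antibody in lysis buffer and cAMP-d2 are added; 30 minutes at ambient temperature precede the HTRF read.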
ELG1 DNA repair: qHTS screen for small molecules that inhibit ELG1-dependent DNA repair in human embryonic kidney (HEK293T) cells expressing luciferase-tagged ELG1 | HEK293T ELG1-luciferase reporter, luminescence, 16 h; DNA damage induced by 5-fluorouridine | Potency, µM (titrated, usually from 46.1 µM), for the others: at the top dose activity change, negative = inhibition, hits mostly inhibitors | hit rate 2.3% among 330,000 | AID 504467, 2011; also: potency is read from the fitted curve at half-maximal effect; % is scaled to controls: 0 for no effect and ±100 for the full control effect; nearly all actives have a fitted effect of over 55% in size
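Reporter activity after DNA damage by 5-fluorouridine is monitored. Compound-treated cells incubate 16 hr at 37 °C, then ONE-Glo is added for 30 min before luminescence reading.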
ASM inhibitor: Inhibitors of Secretory Acid Sphingomyelinase (S-ASM): qHTS; hit rate 0.006% among 340,000; AID 504937, 2011; placental ASM, HMU-PC fluorogenic substrate, 60 min; Potency, µM (doses to about 57.5 µM), for the others: at the top dose activity change, negative = inhibition, usual class: inhibitors; Sphingomyelin phosphodiesterase (Homo sapiens), P17405; also: potency is read from the fitted curve at half-maximal effect
Target sequence (P17405 47-631 limits assumed): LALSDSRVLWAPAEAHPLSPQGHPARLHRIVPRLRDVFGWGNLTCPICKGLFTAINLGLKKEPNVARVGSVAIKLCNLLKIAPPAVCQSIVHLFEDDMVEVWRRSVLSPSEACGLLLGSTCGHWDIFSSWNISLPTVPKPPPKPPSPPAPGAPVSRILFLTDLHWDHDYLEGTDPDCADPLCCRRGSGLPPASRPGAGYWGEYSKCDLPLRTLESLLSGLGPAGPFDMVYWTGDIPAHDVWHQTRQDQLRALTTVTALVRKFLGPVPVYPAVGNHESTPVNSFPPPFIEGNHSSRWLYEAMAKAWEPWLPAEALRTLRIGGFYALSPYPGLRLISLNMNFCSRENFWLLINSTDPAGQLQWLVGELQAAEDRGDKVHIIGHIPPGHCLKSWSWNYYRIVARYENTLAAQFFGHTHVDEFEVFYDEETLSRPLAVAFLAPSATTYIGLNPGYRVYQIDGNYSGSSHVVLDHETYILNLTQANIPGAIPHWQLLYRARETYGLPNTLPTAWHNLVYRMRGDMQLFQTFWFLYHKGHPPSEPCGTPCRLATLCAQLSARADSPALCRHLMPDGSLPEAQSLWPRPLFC
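Fluorescence read-out (Ex 386 nm, Em 447 nm) after stopping the reaction at pH 10. Enzyme: ASM from human placenta; substrate HMU-PC0, 9 uM final; 60 min, 37 °C. Compound preincubation 10 min, ambient temperature.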
Eya2 inh: qHTS Assay for Inhibitors of the Phosphatase Activity of Eya2; hit rate 0.006% among 330,000; Protein phosphatase EYA2 (Homo sapiens), O00167; Potency, µM (top dose mostly 76.9 µM), without a hit: top-dose activity, negative = inhibition, actives largely listed as inhibitors; recombinant Eya2, OMFP fluorescence dephosphorylation (OMFP is methylfluorescein phosphate); also: potency is read from the fitted curve at half-maximal effect; % is scaled to controls: 0 for no effect and ±100 for the full control effect
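Eya2 protein (added as 0.2 uM solution) was preincubated with compound for 10 min at ambient temperature in 50 mM HEPES pH 7.5, 50 mM NaCl, 5 uM MgCl2, 0.05% BSA, 1 mM DTT. OMFP (added at 50 uM) then reacted 10 min; fluorescence read at 485/525 nm.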
A-T KAP1 phos: qHTS Assay for Identifying a Potential Treatment of Ataxia-Telangiectasia | hit rate 0.19% among 320,000 | AID 485349, 2010 | […] A-T fibroblasts, KAP-1 phosphorylation AlphaLISA; neocarzinostatin DNA damage 30 min before lysis | Potency, µM (top dose mostly 57.5 µM), for inactives: top-dose activation, usual class: activators; also: potency is read from the fitted curve at half-maximal effect; % of control where 0% means no effect; nearly all actives have a fitted effect of over 45% in size
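hTERT-immortalized A-T patient fibroblasts ([…]), 500 cells/well in OPTI-MEM, 1% FBS, got compounds for 60 min, then NCS for 30 min at 37C. Lysates were then assayed for phospho-KAP-1 by AlphaLISA (anti-pKAP1 donor, anti-KAP1 acceptor beads), 6 hr at 25C.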
The depositor's hits bear a star; ? = inconclusive; · = not tested or not shown; [ ] = another dose, or the depositor's remark. Unless noted, calls follow the shape of the dose curve; as a rule, active = well fitted curve in the direction sought with a large enough effect; inconclusive = small, poorly fitted or top-dose-only effect, or another doubt; inactive = no such curve, though single readings can be large; an effect the other way counts as inactive or inconclusive.

Results follow in this order: a7 integrin act	Eya2 inh	Tb PFK inh	PTAP TSG101 blk	TSHR antag	BCR signal inh	TCR act	ASM inhibitor	Mito fusion act	ELG1 DNA repair	A-T KAP1 phos
1: Cc1ccc(C)c(NC(=O)c2nc(-c3ccccc3)n(-c3ccccc3)n2)c1
 : -35%	-10%	-2%	-6%	-8	-19%	-6%	-3%	?	?	10%
2: Oc1ccc(C(=S)N2CCCCC2)cc1Cl
 : 3%	-2%	-2%	-4%	2	6%	-3%	-3%	0%	-28%	4%
3: Cc1ccc(OCc2nnc(NC(=O)c3cccnc3)s2)cc1
 : -12%	-1%	0%	1%	-42	-5%	5%	12%	26%	3%	-1%
4: COc1ccc(Cl)cc1NC(=O)CN(C)C(=O)c1cc(C)oc1C
 : 28%	0%	-5%	-2%	-10	3%	3%	1%	4%	-15%	11%
5: CCOC(=O)N/N=C/c1c(C)c(C(=O)c2ccc(F)cc2)n2ccccc12
 : 19%	9%	6%	-1%	-31	17%	1%	1%	15%	?	-4%
6: COc1ccc(OC)c(-c2csc(NC(=O)CSc3ccccc3)n2)c1
 : -16%	-25%	-2%	0%	-3	12%	5%[46.1 µM]	-11%	?	-26%	1%
7: CC(Oc1ccc(Cl)cc1)C(=O)Nc1ncccn1 (centres undefined)
 : -11%	11%	-2%	-7%	15	?	-4%	2%	-8%	5%	·
8: CCOc1ccc(N2CC(C(=O)OCC(=O)c3ccc(OC)cc3)CC2=O)cc1 (centres undefined)
 : 7%	?	1%	2%	-5	?	-4%	0%	-8%	18%	-8%
9: COc1ccc(/C=N/NC(=O)c2cccc([N+](=O)[O-])c2)cc1OC
 : 5%	-6%	1%	-10%	-1	-1%	-5%	-3%	-1%	1%	2%
10: CC(NC(=O)CSCc1ccccc1Br)c1ccccc1 (centres undefined)
 : 10%	-4%	-2%	-2%	-7	1%	2%[46.1 µM]	4%	25%	-3%	5%
11: COc1ccccc1Nc1nnc(SCC(=O)NC(=O)Nc2ccc3c(c2)OCCO3)s1
 : -9%	3%	-1%	2%	3	?	4%[46.1 µM]	6%	-30%[inhibitor]	3%	28%
12: Cc1nonc1NC(=O)CSc1nc2ccc(Cl)cc2[nH]1
 : 37%	2%	-8%	-6%	-20	16%	-9%	-2%	-3%	3%	-3%
13: O=Cc1cnc(N2CCN(c3ccccc3)CC2)s1
 : 20%	-10%	4%	-3%	-1	?	-1%	1%	11%	?	1%
14: CCc1ccc(C(=O)/C=C/c2cnn(C)c2C)s1
 : -36%	-6%	-1%	-3%	-3	·	2%[46.1 µM]	85%[activator]	8%	?	-3%
15: Cc1cccc2c(Cl)cc(=O)[nH]c12
 : ·	-12%	-8%	·	3	-3%	-6%[46.1 µM]	·	0%	16%	-2%
16: Cn1c(NCc2ccco2)nc2c1c(=O)n(Cc1ccc(Cl)cc1Cl)c(=O)n2C
 : -56%[inhibitor]	-4%	-4%	0%	-17	1%	2%	-19%	-6%	?	1%
17: COc1cc2c(cc1OC)C(c1ccc(OC)c(OC)c1OC)CC(=O)N2 (centres undefined)
 : 21%	5%	2%	-1%	3	?	7%	-2%	2%	6%	3%
18: Cn1cccc1CC(=O)NNC(=O)Nc1ccccc1F
 : -4%	7%	-5%	0%	3	?	5%	5%	0%	9%	-3%
19: Fc1ccc(CNCc2cccc(Br)c2)cc1
 : 3%	-3%	-11%	4%	4	?	-1%[46.1 µM]	0%	0%	0%	18%
20: Cc1cc(N2CCCC2=O)ccc1S(=O)(=O)NCCOc1ccccc1
 : 6%	-2%	-4%	0%	1	1%	-4%	0%	-2%	?	0%
21: Cc1ccc(-c2cc(C(F)F)n3ncc(C(=O)N4CCc5ccccc54)c3n2)cc1
 : -28%	1%	1%	-1%	6	8%	0%	-6%	3%	21µM*	-3%
22: O=C(NCc1cccnc1)C1CCC(CNS(=O)(=O)c2cccc3nsnc23)CC1 (centres undefined)
 : 5%	-18%	-1%	0%	5	-7%	-11%	-3%	1%	5%	-2%
23: O=C(CN1C(=O)NC2(CCCCCC2)C1=O)c1ccc(Cl)s1
 : 14%	17%	5%	-1%	-6	-1%	-5%	-1%	12%	?	-2%
24: CCOCCCNC(=S)N1CCCN(c2nc3cc(C)ccc3cc2C#N)CC1
 : -9%	8%	-5%	-2%	5	-3%	2%	19%	9%	?	6%
25: COC(=O)c1ccc(NC(=O)c2ccccc2NS(C)(=O)=O)cc1
 : 12%	1%	6%	-5%	-11	?	2%	0%	2%	19%	-1%
26: Cc1ccc(C)c(NC(=S)N(C)CCO)c1
 : 4%	12%	-1%	0%	10	9%	-5%	1%	-4%	7%	0%
27: CCOC(=O)c1c(NC(=O)CN(CC)CC)sc2c1CCC2
 : -25%	0%	6%	-6%	-21	5%	0%	0%	-4%	-8%	22µM*
28: COC(=O)c1sc(N)nc1C(C)(C)C
 : -11%	1%	-6%	2%	10	-6%	4%	-1%	6%	-16%	-3%
29: Cc1cccc(NC(=O)CCCCCN2C(=O)[C@@H]3Cc4ccccc4CN3C2=O)c1
 : 11%	3%	2%	1%	-1	?	4%	-1%	-2%	?	2%
30: Cc1ccccc1NC(=O)CSc1nnc(Cc2ccccc2)c(=O)n1N
 : 30%	-12%	5%	-1%	15	1%	0%	0%	11%	3%	11%

(more compounds)
Results follow in this order: a7 integrin act	Eya2 inh	Tb PFK inh	PTAP TSG101 blk	TSHR antag	BCR signal inh	TCR act	ASM inhibitor	Mito fusion act	ELG1 DNA repair	A-T KAP1 phos
31: COc1cc(/C=C/C(=O)N2CCN(C(=O)/C=C/c3cc(OC)c(OC)c(OC)c3)CC2)cc(OC)c1OC
 : 9%	-11%	0%	-8%	5	3%	-125%	0%	-1%	2%	8%
32: COc1cc(OC)cc(-c2c(-c3ccc(F)cc3)c3cc(-c4ccc5cc[nH]c5c4)ccc3n2C)c1
 : -37%	11%	0%	-1%	57	8%	-1%	12%	1%	28%	24%
33: O=C(Cn1cnc([N+](=O)[O-])n1)N/N=C/c1cc(Cl)ccc1O
 : -32%	-7%	1%	-4%	7	-4%	-2%	-4%	-1%	?	8%
34: COc1cc2ccccc2cc1C(=O)OCC(=O)N1CCOCC1
 : 3%	-13%[15.4 µM]	-1%	0%	7	-1%	-1%	173%[activator]	1%	-6%	11%

Nothing new here: entries from further up.
Results follow in this order: a7 integrin act	Eya2 inh	Tb PFK inh	PTAP TSG101 blk	TSHR antag	BCR signal inh	TCR act	ASM inhibitor	Mito fusion act	ELG1 DNA repair	A-T KAP1 phos
33: O=C(Cn1cnc([N+](=O)[O-])n1)N/N=C/c1cc(Cl)ccc1O
 : -32%	-7%	1%	-4%	7	-4%	-2%	-4%	-1%	?	8%
34: COc1cc2ccccc2cc1C(=O)OCC(=O)N1CCOCC1
 : 3%	-13%[15.4 µM]	-1%	0%	7	-1%	-1%	173%[activator]	1%	-6%	11%
